Screens from PubChem BioAssay.
dFosB act = enhances mouse delta FosB homodimer DNA binding | P13346 | purified delta FosB, TAMRA-CDK5 oligo fluorescence polarization; percent of positive-control signal above neutral wells | activation, % at 25 µM | hit rate 0.99% among 340,000 | AID 493131;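 active = mean activation above about 17%, with every replicate also reaching it, limit read from the data, passing the limit was not always enough; inconclusive = only one of the two conditions met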;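 also: fluorescence polarization rise as delta FosB binds a TAMRA Cdk5 AP-1 oligo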
Target sequence (P13346 whole entry, looked up): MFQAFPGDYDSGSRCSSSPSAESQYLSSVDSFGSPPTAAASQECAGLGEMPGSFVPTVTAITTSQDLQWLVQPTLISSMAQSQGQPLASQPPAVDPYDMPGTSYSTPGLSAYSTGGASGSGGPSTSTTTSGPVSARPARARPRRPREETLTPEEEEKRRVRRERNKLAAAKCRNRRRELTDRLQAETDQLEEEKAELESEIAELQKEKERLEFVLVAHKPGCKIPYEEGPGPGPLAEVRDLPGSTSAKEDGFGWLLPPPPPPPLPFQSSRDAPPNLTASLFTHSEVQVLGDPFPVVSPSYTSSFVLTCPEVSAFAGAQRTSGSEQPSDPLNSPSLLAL
CAL PDZ FP-1 = CAL PDZ (human) peptide binding inhibition; Q9HD26; purified CAL PDZ, TMR-peptide fluorescence polarization, 1 h; inhibition, % at 24.9 µM; hit rate 0.92% among 300,000; AID 602252;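 active = mean inhibition of at least 30% with at least half of replicates also reaching 30%; inconclusive = no clear call, values can overlap the other calls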;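 also: 0% = DMSO neutral control and 100% = excess unlabeled competitor peptide PRC23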
Tat transport = E. coli Tat transport inhibition. inhibition, % at 10 µM. E. coli MC4100 TorA-mCherry Tat export, fluorescence. hit rate 0.036% among 340,000;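 active = mean replicate inhibition at least 50% and at least half of replicates individually reaching 50%; inconclusive = only one of the two criteria met; inactive = neither criterion met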;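 also: exported cargo escapes ClpAP degradation while cytoplasmic cargo is degraded and loses fluorescence; 0% = median of neutral control wells and 100% = median of NaSCN control wells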
cardiac RTF act = cardiac RTF calcium sensitization. P19429+P45379. IANBD-labeled TnC RTF fluorescence at EC20 calcium; 0% EC20 calcium, 100% full calcium. activation, % at 7.2 µM. hit rate 0.24% among 340,000. AID 493008;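 active = activation above the mean over all tested compounds plus 3 SD, cut at about 30% in these data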;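 also: rise in fluorescence read as greater calcium sensitivity of cardiac thin filaments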
Rtt109 HAT inh = inhibitors of Candida albicans Rtt109/Vps75 histone acetyltransferase | purified Rtt109/Vps75, ThioGlo CoA-SH fluorescence, 4 h | AID 540336 | hit rate 0.16% among 330,000 | inhibition, % at 34.9 µM | Q5AAJ8;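 active = inhibition of at least 50% in every replicate; inconclusive = best replicate reaches 50% inhibition but some replicates fall short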
Wnt bcat act = activates Wnt/beta-catenin signaling in a reporter cell assay; hit rate 1.2% among 300,000; activation, % at 9.35 µM; activator, plate reader; AID 743398; in the data active = activation above about 30%, passing the limit was not always enough; inconclusive = no clear call, values can overlap the other calls;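 also: 0% = neutral control wells and 100% = positive control wells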
MITF TRPM1 HTS = MITF TRPM1 promoter activation in melanoma cells. SK-MEL-5 TRPM1-promoter luciferase, 24 h; % of positive control, neutral wells = 0. activation, % at 12.5 µM. hit rate 0.75% among 300,000;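 active = mean activation of at least 80% with every replicate also reaching 80%; inconclusive = mean reaches 80% but some replicate falls short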;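 also: 0% = neutral control wells and 100% = parthenolide positive control wells; values of inactives mirror those of a sister screen read the other way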
CDK5 p35 inh = inhibitors of human CDK5/p35 kinase; Q00535+Q15078; Recombinant CDK5/p35, ADP-Glo luminescence, 60 min; inhibition, % at 10 µM; hit rate 0.01% among 330,000; AID 488839;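 active = highest replicate inhibition of at least 50% and at least 75% of replicates reaching 50%; inconclusive = only one of the two criteria met; inactive = both criteria failed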;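 also: plate controls were DMSO neutral control for no effect and GW8510 at 10 µM for full effect; many of its hits are not listed in these tables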
Target sequence (Q00535 whole entry, looked up): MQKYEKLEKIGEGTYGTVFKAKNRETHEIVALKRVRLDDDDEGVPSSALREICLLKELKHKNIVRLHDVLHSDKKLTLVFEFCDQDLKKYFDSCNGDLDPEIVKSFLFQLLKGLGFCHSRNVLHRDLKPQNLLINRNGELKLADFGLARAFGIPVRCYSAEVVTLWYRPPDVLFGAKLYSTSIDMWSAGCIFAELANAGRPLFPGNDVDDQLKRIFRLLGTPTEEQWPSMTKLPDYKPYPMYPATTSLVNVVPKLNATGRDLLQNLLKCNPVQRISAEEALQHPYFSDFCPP
Target sequence (Q15078 whole entry, looked up): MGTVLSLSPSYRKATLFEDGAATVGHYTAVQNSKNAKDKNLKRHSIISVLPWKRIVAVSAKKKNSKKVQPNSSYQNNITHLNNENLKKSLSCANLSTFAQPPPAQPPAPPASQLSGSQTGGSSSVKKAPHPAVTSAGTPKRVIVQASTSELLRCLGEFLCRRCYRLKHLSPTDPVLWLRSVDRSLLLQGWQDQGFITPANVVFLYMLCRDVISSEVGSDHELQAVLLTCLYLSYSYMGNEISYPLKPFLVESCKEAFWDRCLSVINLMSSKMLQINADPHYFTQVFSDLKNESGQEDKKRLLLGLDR
CAL PDZ FP-2 = inhibitors of human CAL PDZ peptide binding. purified CAL PDZ, TMR-peptide fluorescence polarization, 1 h. inhibition, % at 20 µM. Q9HD26. hit rate 0.02% among 330,000. AID 504414;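 active = highest replicate inhibition of at least 40%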;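 also: plate controls were DMSO neutral control wells for no effect and unlabeled competitor peptide control wells for full effect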
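Test system: tagged CAL PDZ domain / Buffer or medium: sodium phosphate/NaCl buffer pH 7.4 with TCEP, IgG, Thesit / Reagent: TMR-labelled reporter peptide T*-PRC34 bound in PDZ groove / Compound dosing: single point, 20 µM / Schedule: 1 h incubation at room temperature before polarization reading / Technique: fluorescence polarization (mP) / Benchmarks: unlabelled peptide, DMSO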
V-ATPase pH = yeast V-ATPase proton transport regulation by pHLuorin. S. cerevisiae, pHLuorin cytosolic pH fluorescence. response, % at 10 µM. hit rate 0.37% among 350,000. AID 504577; in the data active = response mostly above about 7.3%, no sharp cut-off; inactive = mostly below about 5.4%; also: actives read high; inactives centre near 0; some compounds called inactive have numbers as strong as hits
An asterisk follows results filed as active; ? = inconclusive; / = no result given.

mol,dFosB act,CAL PDZ FP-1,Tat transport,cardiac RTF act,Rtt109 HAT inh,Wnt bcat act,MITF TRPM1 HTS,CDK5 p35 inh,CAL PDZ FP-2,V-ATPase pH
CCn1c(CNc2ccc(F)cc2)nnc1SCC(=O)OC1CCCCC1,5,-2,3,0,/,/,-4,-1.2,-3.1,0
O=C(CCNS(=O)(=O)c1ccccc1)NNC(=O)c1csc(N2CCOCC2)n1,-4,/,2,-2,0,3,-3,0.1,-1.8,0
COc1ccc(NC(=O)C2CCCN(c3c4c(nc5ncnn35)CCC4)C2)cc1 (stereo unspecified),-2,-1,-7,-2,5,/,-23,-1.5,-0.9,0
COc1cc(/C=C2\CCOC2=O)cc(OC)c1OC,-2,-2,-5,0,-3,1,1,-1.2,-1.4,-36
CCOC(=O)c1c(=O)n(O)c2ccc(OC)cc2[n+]1[O-],-4,-2,-6,26,-10,/,3,0.3,-0.1,-3
Cc1ccc(-c2noc(Cn3cc(S(=O)(=O)N4CCCC4)ccc3=O)n2)cc1,-10,-3,-1,-2,1,6,27,-1.7,-0.9,-1
CSc1ncccc1C(=O)OCC(=O)Nc1ccc(Cl)cn1,4,-3,-7,-4,10,0,-3,-1.4,-0.6,1
CCOc1ccc2oc(C(=O)N(C)CC(=O)Nc3ccc(OCC)c(OCC)c3)c(C)c2c1,-27,-4,5,-12,-9,1,-4,0.9,0.1,-3
NC(=O)C1CC12c1ccccc1-c1ccccc12 (stereo unspecified),2,-2,-7,0,-2,-2,1,-0.4,-0.9,1
Cc1cccc(NC(=O)CCCCCN2C(=O)c3ccccc3C2=O)n1,-1,0,-4,6,19,/,2,0.9,-1.3,4
CC(C)(C)N/N=C/c1cc(Cl)cc([N+](=O)[O-])c1O,-3,-1,-1,1,-2,0,10,-1.8,-0.3,0
Nc1c(-c2cccs2)cnn1-c1nc(-c2ccc(Cl)cc2Cl)cs1,-1,-5,-3,-3,-4,-8,14,0.3,0.0,-3
COc1ccc(-n2c(=O)c3ccccc3n(CC(=O)OCc3ccccc3)c2=O)cc1OC,?,2,-2,1,2,-7,-6,2.0,-1.4,1
Cc1ccc(Cn2cccc(NC(=O)NC3CCCCC3)c2=O)cc1,-8,-1,4,-2,16,-2,-5,1.8,-1.8,-2
CCC(C)NC(=O)CSC1=Nc2ccccc2C2=NC(c3ccccc3)C(=O)N12 (stereo unspecified),-9,-4,-3,-8,0,-6,0,0.8,-0.3,1
CCC(=O)OCc1c(C(F)(F)F)nn(C)c1Oc1cccc(C(F)(F)F)c1,-2,/,-8,-2,5,/,8,1.5,0.1,-1
O=C(NCC(=O)N(CC1CCCO1)C1(C(=O)NC2CCCC2)CCCCC1)c1ccccc1 (stereo unspecified),-4,0,8,4,1,-6,-6,-0.9,-2.7,4
N#CCCn1cc(/C=N/O)c(-c2ccc(-c3ccccc3)cc2)n1,4,-5,-5,-1,10,/,-21,-0.5,-0.5,-5
Cc1ccc(N(CC(=O)NCC(O)c2ccccc2)S(=O)(=O)c2ccc(C)cc2)cc1 (stereo unspecified),-1,-3,-5,1,15,-2,-5,2.4,-1.6,-2
O=Cc1cnc(N2CCOCC2)nc1,-5,1,-1,5,1,/,-2,1.3,0.9,4
CCc1nc(N2CCCC2C(=O)O)c2oc3ccccc3c2n1 (stereo unspecified),1,0,-4,8,-7,/,-15,0.9,0.8,0
Cc1cc(=O)[nH]c(N/N=C/c2ccccn2)n1,-9,-6,-10,0,-6,/,-29,1.0,1.3,0
COCC(=O)Nc1ccc(N2CCCC2)c(S(=O)(=O)Nc2ccccc2OC)c1,-7,0,3,-4,11,-4,-8,1.7,-0.6,-3
COc1cccc2cc(C(=O)N3CCc4ccccc4C3)c(=O)oc12,-6,-3,2,2,-4,/,49,-3.1,-2.6,4
CCCN1C(=O)CSC1=Nc1ccccc1,-2,-6,-5,4,-1,/,-23,-1.3,-1.8,-2
Nc1nc(N2CCN(c3ccc(Cl)cc3)CC2)n[nH]1,6,0,-3,-2,3,0,0,-3.0,1.2,1
CN1CCC[C@@H]1CCNC(=O)c1cccc2c1C(=O)c1ccc(N3CCCC3)cc1S2(=O)=O,4,-3,-2,18,10,-4,1,-1.3,0.4,-3
COc1ccc(Cl)cc1C(=O)Nc1cccnc1,-10,/,4,-2,-5,0,/,-0.5,-1.4,4
NC(=O)c1ccc(-n2c(CCC(=O)O)ccc2-c2cccs2)cc1,-2,-3,-6,-8,3,-1,6,0.7,0.1,-3
O=[N+]([O-])c1ccc2c(c1)c(-c1ccccc1)nc1nncn12,1,4,-5,4,2,0,2,1.3,-2.0,-2
O=C(CC1Oc2ccccc2NC1=O)NCCCN1CCCC1=O (stereo unspecified),0,0,3,5,-10,-4,-14,0.3,-0.8,-3
N#Cc1ccccc1OCC(=O)Nc1ccc2c(c1)OCCCO2,-2,-2,-1,-1,0,11,/,-0.7,-3.1,-5
CCc1cccc(NS(=O)(=O)c2c(C)[nH]c(=O)[nH]c2=O)c1,6,-6,-10,-6,6,0,1,-1.2,-0.6,2
CS(=O)(=O)Oc1ccc2c(c1)O/C(=C\C=C\c1ccccc1)C2=O,-1,/,10,-2,9,0,/,1.2,0.5,2
CCOCCCNC(=O)N1CCOCC1,2,-3,-5,-1,-5,3,/,-0.5,-2.1,7
CC(C)NC(=O)CN1CCN(Cc2nc(C(c3ccccc3)c3ccccc3)no2)CC1,0,-4,3,-4,2,0,3,1.3,0.5,3
CC1CCN(S(=O)(=O)c2ccc(S(=O)(=O)NCc3cccnc3)cc2)CC1,12,3,4,0,-8,-1,-10,1.8,-0.4,0
Cc1cc(C)cc(C(=O)Nc2ccc(NC(=O)c3cccs3)cc2)c1,25*,0,-4,1,-5,0,8,0.2,-2.1,2
Cc1ccccc1N1C(=O)CC(N2CCN(C(=O)c3ccco3)CC2)C1=O (stereo unspecified),-1,/,-7,-3,-5,0,4,-1.3,0.0,-7
CC1CN(C)C(C)CC1NCc1ccc2c(c1)OCO2 (stereo unspecified),-1,-1,9,5,4,2,5,-3.1,-3.0,1
CCOC(=O)C1=C(c2ccccc2)Nc2ncnn2C1c1ccc(O)cc1 (stereo unspecified),2,0,-1,0,/,-2,2,1.4,-3.3,1
O=C(c1ccco1)N1CCN(S(=O)(=O)c2cccc(C(F)(F)F)c2)CC1,-8,-4,1,-3,10,-1,/,0.3,-4.1,0
Cc1ccc2nc(SCC(=O)NCC3CCCO3)c(C#N)cc2c1 (stereo unspecified),-14,-2,5,-9,5,/,23,-1.0,-0.6,8
Cc1ccc(/C=C/C(=O)N2CCC(Cc3ccccc3)CC2)cc1,-3,-3,-9,5,-3,/,8,0.8,-0.5,5
c1ccc(C2=Nn3c(nnc3-c3n[nH]c4c3CCC4)SC2)cc1,-22,-3,-2,0,3,/,-6,0.6,-5.1,0
O=C(C[C@H]1C/C=C\C[C@H](NC(=O)OCC2c3ccccc3-c3ccccc32)C(=O)OC[C@H](Cc2ccccc2)NC1=O)N[C@H](CO)Cc1ccccc1,4,1,-13,1,2,-17,-3,-6.9,0.0,7
CCn1c(SCC(=O)Nc2nc(C)cs2)nnc1-c1ccco1,-10,-5,0,-1,5,4,-3,0.2,1.1,-5
CSc1nnc(C)c(/C=C/Nc2ccc(F)cc2F)n1,-4,-2,2,-2,7,0,-5,2.5,0.1,-3
CN1CCN(c2nc(-c3ccccc3)ncc2S(=O)(=O)c2ccccc2)CC1,-4,0,5,3,16,-4,24,0.6,-2.5,1
Cc1ccc(C(=O)NC2CCN(S(=O)(=O)c3ccc(C)cc3)CC2)cc1,6,5,-7,7,6,-3,4,0.3,0.1,-2
O=C(NCCCN1CCOCC1)c1cc(C(=O)C2CCCCC2)c[nH]1,-2,-5,-9,4,-7,-1,-6,-3.9,-0.9,2
CCOc1cc(/C=N\NC(=O)c2ccc(NC(=O)C(C)(C)C)cc2)ccc1OC(=O)c1ccc(C)cc1,16,-3,-8,0,-8,4,-18,1.3,-1.2,-1
O=C(COC(=O)Cc1ccc(Cl)cc1Cl)Nc1ccccc1OC(F)F,-1,0,5,-1,-1,3,-8,0.6,-2.1,4
O=C1Nc2cc(Cl)c(Cl)cc2N(O)N1c1ccc(Cl)c(Cl)c1,-1,-7,2,3,-12,-1,-3,-1.1,-3.6,-2
CC1=NN(C(N)=S)C(=O)C1N=Nc1c(Br)cc(Br)cc1Br (stereo unspecified),-4,-5,4,-2,14,-1,/,1.0,0.0,-1
O=[N+]([O-])c1ccn(-c2nc(-c3cccs3)cc(C(F)(F)F)n2)n1,-1,/,0,1,-14,0,0,-1.6,0.3,-1

Following part.
mol,dFosB act,CAL PDZ FP-1,Tat transport,cardiac RTF act,Rtt109 HAT inh,Wnt bcat act,MITF TRPM1 HTS,CDK5 p35 inh,CAL PDZ FP-2,V-ATPase pH
CCOCCCN(C(=O)Cn1nnc(-c2ccc(OC)c(OC)c2)n1)C(CC)C(=O)NC1CCCC1 (stereo unspecified),-19,-3,1,6,4,0,4,-0.4,-1.6,0
OC(CCCC(O)c1ccccc1)c1ccccc1 (stereo unspecified),-1,-2,-6,6,2,-2,23,2.6,-0.4,-1
O=C1N=C(N2CCCC2)S/C1=C\c1cccc(Br)c1,-39,-1,1,0,-2,/,6,-1.4,-6.3,0
CCN(CC(=O)NCc1cccs1)c1nnnn1-c1ccccc1,2,0,-5,3,-1,-1,-11,0.3,-0.8,1
